Bioassay records (PubChem BioAssay)
miR-122 sensor = inhibitors of miR-122 in Huh7 cells; Huh7 miR-122 Renilla luciferase sensor, 48 h; neutral wells = 0, positive control = 100; activation (reporter increase), % at 12.5 µM; hit rate 0.3% among 340,000; AID 602342;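 active = mean replicate activation score at least 90 and every replicate individually at or above 90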;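 note: higher luciferase means less miR-122 activity so hits act as miR-122 inhibitors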
SIRT5 inh = blocks human SIRT5 desuccinylation of peptide. Purified SirT5, succinyl-peptide AMC, trypsin-coupled fluorescence. inhibition, % at 15 µM. hit rate 1.1% among 330,000. AID 652115; in the data active = inhibition above about 15%
Target sequence (Q9NXA8 whole entry, looked up): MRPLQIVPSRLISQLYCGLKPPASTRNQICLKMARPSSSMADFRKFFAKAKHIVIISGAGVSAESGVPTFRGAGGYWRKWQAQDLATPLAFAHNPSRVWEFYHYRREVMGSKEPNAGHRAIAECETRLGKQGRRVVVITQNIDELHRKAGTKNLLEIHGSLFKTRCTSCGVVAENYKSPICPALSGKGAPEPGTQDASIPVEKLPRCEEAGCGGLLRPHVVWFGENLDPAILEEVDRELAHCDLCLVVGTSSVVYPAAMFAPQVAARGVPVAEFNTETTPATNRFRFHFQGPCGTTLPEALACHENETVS
ARNT-TACC3 inh = ARNT/TACC3 interaction disruption; Q9Y6A5; AlphaScreen His-ARNT PAS-B/GST-TACC3 binding, luminescence; TACC3 fragment carries E629A point mutation; inhibition, % at 9.99 µM; hit rate 0.66% among 390,000; AID 623870;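 active = mean inhibition of replicates at least 50% and at least half of replicates each reaching 50%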;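 note: 0% = complete ARNT plus TACC3 wells and 100% = ARNT alone without TACC3; many hits fall short of the cut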
esBAF inh = inhibitors of esBAF chromatin remodeling in mouse ES cells. hit rate 2% among 350,000. Bmi1-luciferase knock-in reporter, 24 h; 100% = twice the neutral-well signal. reporter increase, % at 12.5 µM. AID 602393; in the data active = activation above about 40%;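 note: 0% = median of the plate's neutral control wells and 100% = double that signal; a rise in the Bmi1 reporter signal indicates esBAF inhibition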
ERp5 inh = ERp5 (human) disulfide isomerase inhibition; Q15084; ERp5 insulin aggregation, absorbance 650 nm, 90 min; inhibition, % at 9.99 µM; hit rate 0.05% among 350,000; AID 651711;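 active = mean replicate inhibition above about 25%, with every replicate also reaching it, limit read from the data, passing the limit was not always enough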
Target sequence (Q15084 whole entry, looked up): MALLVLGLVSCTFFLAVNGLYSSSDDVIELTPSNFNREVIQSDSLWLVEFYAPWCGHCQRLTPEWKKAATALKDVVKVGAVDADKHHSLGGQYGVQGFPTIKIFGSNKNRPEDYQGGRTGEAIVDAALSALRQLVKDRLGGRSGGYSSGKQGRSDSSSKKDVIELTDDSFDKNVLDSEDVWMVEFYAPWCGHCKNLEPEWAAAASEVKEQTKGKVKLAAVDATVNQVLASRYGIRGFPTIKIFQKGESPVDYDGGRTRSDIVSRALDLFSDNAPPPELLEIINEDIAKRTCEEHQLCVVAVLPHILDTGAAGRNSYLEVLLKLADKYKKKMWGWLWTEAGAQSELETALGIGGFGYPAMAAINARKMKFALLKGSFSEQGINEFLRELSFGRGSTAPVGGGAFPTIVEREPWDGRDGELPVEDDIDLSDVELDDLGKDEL
Statin myotox sup = protects C2C12 myotubes from simvastatin toxicity. rescue of ATP level, % at 7.49 µM. ATP luminescence, 48 h; scaled: DMSO 0, geranylgeraniol control 100. hit rate 0.78% among 330,000;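 active = mean ATP rescue above about 67%, or every replicate alone reaching that limit, limit read from the data, passing the limit was not always enough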;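 note: myotubes were challenged with 10 µM simvastatin during compound exposure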
Cneo AK release = causes C. neoformans cell lysis | adenylate kinase release luminescence, 4 h; normalised: neutral wells 0, clomiphene wells 100 | lysis activity, % at 15 µM | AID 651654 | hit rate 0.2% among 360,000;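 active = mean lysis activity across replicates of at least 80%, whatever share of replicates individually reach that level; inactive = mean lysis activity below 80%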
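Test system: log-phase Cryptococcus neoformans yeast cells. Input: 5 × 10^6 yeast cells/mL. Medium: fresh YPD growth medium. Doses: single dose. Incubation: static 4 h at 37 °C with compound, 1 h detection. Measured by: luminescent adenylate kinase detection reagent. Read-out: signal increase indicating cell lysis. Benchmarks: Clomiphene.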
Starred values were filed as active, the others as inactive; / = no result given; & = joins results of further samples; [ ] = remark or other dose. Rows are unselected (roughly 4% active in at least one column).

SMILES | miR-122 sensor | SIRT5 inh | ARNT-TACC3 inh | esBAF inh | ERp5 inh | Statin myotox sup | Cneo AK release
C=CC1=C(C(=O)O)N2C(=O)[C@@H](NC(=O)/C(=N/OCC(=O)O)c3csc(N)n3)[C@H]2SC1 | 2 | 31* | -3 | 6 | 8 | -2 | -2
C[C@@H]1CN([C@H](C)CO)S(=O)(=O)c2ccc(-c3ccc(F)cc3)cc2O[C@@H]1CN(C)C | -3[16.7 µM] | -5 | -3 | -1 | 9 | -4 | -4
CC1CCN(Cc2c(C(=O)N/N=C/c3ccc(OC(C)C)cc3)nnn2-c2nonc2N)CC1 | -4 | 2 | 11 | -4 | 0 | 1 | -2
CC(=O)Nc1ccc(S(=O)(=O)N2CCN(c3cnn(C)c(=O)c3Cl)CC2)cc1 | 1 | -4 | / | -5 | 1 | -9 | 2
C[C@H]1CN([C@@H](C)CO)C(=O)c2cccc(NS(=O)(=O)c3ccccc3)c2O[C@@H]1CN(C)CC1CCCCC1 | 25[16.7 µM] | 2 | 10 | 2 | -3 | 4 | -2
CCOc1ccc(/C(O)=C2/C(=O)C(=O)N(CC3CCCO3)C2c2ccco2)cc1 (stereo unspecified) | 0 | / | -1 | 7 | / | 4 | -3
Cc1ccc(Cn2ccc(NC(=O)c3nn(C)cc3Cl)n2)cc1 | -2 | / | -7 | 38 | / | / | -6
C=CCc1cc(C)ccc1OCCCn1ccnc1 | 3 | -6 | -1 | 9 | -1 | -18 | 2
COC(=O)COc1cc(Cl)c(C=O)cc1OC | / | 0 | -2 | / | -4 | / | /
NC(=O)C1CCN(C(=O)c2ccc3nc(-c4ccccc4)c(-c4ccccc4)nc3c2)CC1 | 64 | 1 | 11 | 2 | 9 | -9 | -4
CCOC(=O)C1=CC(=O)CC(C)(C)O1 | -4 | -4 | -22 | 1 | 6 | 6 | -2
CC(=O)NC(C)c1cc(Cl)c2cccnc2c1O (stereo unspecified) | -23 | -3 | 52* | -54 | 2 | 19 | 3
Cc1ccc(S(=O)(=O)N2CCOCC2)cc1NC(=O)c1ccncc1 | 1 | / | / | -1 | 7 | -23 | -1
C[C@H](CO)N1C[C@H](C)[C@@H](CN(C)Cc2ccc(Cl)c(Cl)c2)Oc2c(NC(=O)C3CC3)cccc2C1=O | 114*[16.7 µM] | -1 | -2&7 | -5&-5 | 11&1 | 19&-4 | -2&3
C[C@H](CO)N1C[C@H](C)[C@@H](CN(C)S(=O)(=O)c2ccc(F)cc2)Oc2c(NC(=O)NC3CCCCC3)cccc2C1=O | 1[16.7 µM] | 0&-1 | -2&5 | 1&7 | -1&1 | 0&-6 | -3&-1
O=C(CCN1C(=O)COc2ccccc21)NCCCN1CCc2ccccc2C1 | 0 | 1 | 4 | 3 | -1 | -6 | 0
CN(C)C(=O)C[C@H]1C=C[C@H](NC(=O)Nc2cccc(F)c2)[C@@H](CO)O1 | / | 0 | 0 | 1 | 0 | -3 | -5
CC(C)(CNC(=O)C1CCCC1)CNC(=O)C1CCCC1 | 8 | / | -14 | 0 | / | 3 | -2
CN(C)/C(CN1CCOCC1)=C1\N=C(c2ccccc2)OC1=O | -5 | 7 | -2 | 5 | -1 | 1 | -3
CO[C@H]1CN(C)C(=O)c2ccc(NC(=O)C3CC3)cc2OC[C@H](C)N(Cc2ccncc2)C[C@@H]1C | / | -2 | / | 3 | -2 | -5 | 10
COc1ccc(CNC(=O)C2CC(c3cccc(OC)c3)=NO2)cc1 (stereo unspecified) | 1 | / | -10 | -5 | / | -17 | 1
Cc1oncc1-c1csc(-c2ccccc2)n1 | / | -3 | -3 | / | 4 | / | /
COc1ccc(NC(=S)N2CCN(C(=O)c3ccccc3)CC2)cc1 | / | -2 | -2 | / | -1 | / | /
CN(C)CCNC(=O)C12CC3(C)CC(C)(CC(C)(C3)C1)C2 | -7 | / | 0 | -2 | / | -8 | 1
COCCNC(=O)COC(=O)c1[nH]c(C)c(C(C)=O)c1C | 4 | / | 6 | 12 | / | / | 3
O=C(CSc1nnc2c(n1)[nH]c1ccc(S(=O)(=O)N3CCOCC3)cc12)Nc1ccccc1Cl | -9 | -2 | -2 | 2 | 11 | 1 | 1
O=C(NCc1ccc(Cl)c(Cl)c1)c1ccc2c(c1)OCO2 | 10 | -2 | 0 | 4 | -1 | 18 | 0
CC(Sc1n[nH]c(-c2cccs2)n1)C(=O)Nc1ccc(C(N)=O)cc1 (stereo unspecified) | -5 | -2 | -3 | -6 | -1 | -4 | 0
O=C(CCC(=O)N/N=C/c1ccco1)N/N=C/c1ccco1 | -4 | -2 | / | / | 1 | / | 0
COc1ccccc1NC(=O)N[C@@H]1C=C[C@@H](CC(=O)NCc2ccc(Cl)c(Cl)c2)O[C@H]1CO | -6[16.7 µM] | 2 | 7 | 13 | 4 | -17 | -3

Gathered by group: the compounds so far containing an aryl methoxy group.
SMILES | miR-122 sensor | SIRT5 inh | ARNT-TACC3 inh | esBAF inh | ERp5 inh | Statin myotox sup | Cneo AK release
COC(=O)COc1cc(Cl)c(C=O)cc1OC | / | 0 | -2 | / | -4 | / | /
COc1ccc(CNC(=O)C2CC(c3cccc(OC)c3)=NO2)cc1 (stereo unspecified) | 1 | / | -10 | -5 | / | -17 | 1
COc1ccc(NC(=S)N2CCN(C(=O)c3ccccc3)CC2)cc1 | / | -2 | -2 | / | -1 | / | /
COc1ccccc1NC(=O)N[C@@H]1C=C[C@@H](CC(=O)NCc2ccc(Cl)c(Cl)c2)O[C@H]1CO | -6[16.7 µM] | 2 | 7 | 13 | 4 | -17 | -3

(more compounds)
SMILES | miR-122 sensor | SIRT5 inh | ARNT-TACC3 inh | esBAF inh | ERp5 inh | Statin myotox sup | Cneo AK release
Cc1ccc(C(=O)NNCC(=O)Nc2ccc(Cl)cc2F)cc1 | / | -3 | / | 2 | 6 | -2 | 2
Cc1ccc(C(=O)NCCc2ccccc2)cc1N1CCCC1=O | -3 | / | 8 | 11 | / | 4 | 0
CCC(CO)NCc1ccccc1OC(C)C (stereo unspecified) | 3 | -2 | 19 | 2 | -4 | 2 | /
O=C(CCC1CCCC1)Nc1cc(Cl)ccc1N1CCOCC1 | -1 | -1 | -4 | -27 | -3 | 2 | 0
O=C(OCC(O)CN1CCCCC1)C12CC3CC(CC(C3)C1)C2 (stereo unspecified) | -9 | / | -6 | -5 | / | -10 | -1
CO[C@H]1CN(C)C(=O)c2cc(NC(=O)C3CC3)ccc2OC[C@H](C)N(Cc2ccc(F)cc2)C[C@H]1C | -2[16.7 µM] | -3 | -6 | 4 | 4 | 6 | -1
O=C(CSc1ccc(Cl)cc1)Nc1ccccc1 | -1 | -3 | / | 16 | 1 | 1 | 0
COc1ccc(/C=N/NS(=O)(=O)c2ccccc2)cc1OS(=O)(=O)c1ccccc1 | 29 | / | 14 | 4 | / | 0 | 2
CC(=O)Nc1ccc(NC(=O)CCn2c(=O)oc3ccccc32)cc1 | / | / | -3 | -11 | / | 8 | 2
Cc1oc(-c2ccc(Cl)cc2)nc1CN1CCC(C(=O)NCc2cccs2)CC1 | -6 | / | -1 | -1 | / | 3 | 14
CCOC1=C2CN(S(=O)(=O)c3ccc(C)cc3)[C@H](c3ccccc3)C[C@H]2n2c(=O)n(-c3ccccc3)c(=O)n2C1 | -1 | -2 | / | 1 | 8 | -5 | 1
CCOC(=O)c1c(NC(=O)c2c(C(=O)O)cccc2[N+](=O)[O-])sc2c1CCCC2 | -11 | 4 | 6 | 3 | -1 | -15 | 6
CC12C(=O)N(Cc3ccco3)C(=O)C1C1c3ccccc3C2c2ccccc21 (stereo unspecified) | -7 | / | -1 | 0 | / | 1 | -2
CC(=O)N1[C@H](CO)[C@@H](c2ccccc2)[C@H]1CNC(=O)CN1CCOCC1 | -17[16.7 µM] | -1 | -3 | 6 | -3 | 7 | 0
CCn1c(SCC(=O)N(C)C)nc2cc(S(=O)(=O)N3CCCCC3)ccc21 | / | 5 | -15 | -3 | -3 | -2 | 2
Cn1cc(C(=O)N2CCN(C(=O)c3ccco3)CC2)c2c3ccccc3n(C)c2c1=O | -2 | / | 8 | -9 | / | -10 | 0
O=C(NCCCCCNC(=O)c1ccco1)c1ccco1 | -2 | / | -10 | -17 | / | -9 | 0
COc1ccc(COCC(O)CN2CCC(C(N)=O)CC2)cc1 (stereo unspecified) | -4 | 3 | -6 | 3 | 3 | -4 | 1
Cc1ccc2ccc(C)[n+](CCCS(=O)(=O)[O-])c2c1 | / | -7 | -4 | / | 1 | / | /
COc1ccc(S(=O)(=O)N[C@H]2CC[C@H](CCn3cc(C(C)C)nn3)O[C@@H]2CO)cc1 | -7[16.7 µM] | -1 | -3 | 2 | -2 | -1 | -3
COc1ccc(NC(=O)Nc2cccc3c2O[C@H](CN(C)S(C)(=O)=O)[C@H](C)CN([C@H](C)CO)C3=O)cc1 | -8[16.7 µM] | -4 | 0 | -1 | 20 | / | -4
Cc1ccc(C)c(NC(=S)N(CCN(C)C)C(C)c2ccccn2)c1 (stereo unspecified) | -15 | 12 | 39 | 3 | -6 | 4 | 8
CCc1nnc(NC(=O)CSc2nc3c(c(=O)n2-c2ccccc2OC)SCC3)s1 | -6 | / | -3 | -5 | / | 9 | 0
CCCc1cc(=O)oc2cc(C)cc(OCC(=O)NCCN3CCOCC3)c12 | 4 | -9 | -3 | -2 | -7 | 7 | -1
CCCCNC(=O)CNC(=S)N(Cc1ccc(C)cc1)Cc1ccco1 | / | -4 | 0 | / | 3 | / | /
Cc1cccc(C)c1OCC(=O)NNC(=O)CCNC(=O)c1ccc(Br)cc1 | / | -2 | 3 | / | 2 | / | 1
CC1(c2cccc(Br)c2)NC(=O)N(CC(=O)Nc2ccc(N3CCCCC3)cc2)C1=O (stereo unspecified) | -5 | / | / | 0 | -2 | -18 | -7
CCOC(=O)C[n+]1c(C)csc1C | -3 | -1 | -4 | / | 3 | / | -4
O=C(CCNC(=O)Cn1ccc2ccccc2c1=O)NCCCN1CCN(c2ccc(F)cc2)CC1 | -13 | -5 | / | 2 | -6 | / | 1
Cc1ccccc1Cn1c([N+](=O)[O-])cnc1C | 0 | -1 | 0 | -1 | -68 | -2 | /
O=C(c1cn(-c2ccccc2)nc1-c1cccnc1)N1CCN(S(=O)(=O)c2cccc(F)c2)CC1 | 0 | -3 | -4 | -3 | 2 | 5 | -7
CCNC(=O)C[C@H]1CC[C@@H]2[C@H](COc3ccc(NC(=O)Nc4cccc(F)c4)cc3C(=O)N2C)O1 | -4[16.7 µM] | 0 | -4 | -3 | -1 | -17 | 0
CC(=O)OCC(COC(C)=O)OC(C)=O | -1 | 2 | -2 | -9 | 2 | 0 | 1
O=C1C2C3C=CC(C2C(=O)N1CCO)C1C(=O)N(CCO)C(=O)C31 (stereo unspecified) | -6 | -7 | 0 | -3 | 0 | -3 | 0
COc1cc(/C=C2\SC(=O)N(CCN)C2=O)ccc1OS(=O)(=O)c1cc(C)ccc1C | / | -6 | 8 | / | -8 | / | /
CC(NS(=O)(=O)c1ccc(F)cc1)C(=O)Nc1ccc2c(c1)OCCO2 (stereo unspecified) | -2 | -2 | 1 | 2 | 6 | -2 | 1
Cc1ccc(-c2nn(-c3ccccc3)cc2CO)o1 | -2 | / | 2 | 46* | / | -7 | -6
COc1cc(/C=N/Nc2ccc(Cl)c(C(=O)O)c2)ccc1OC(=O)c1ccc(F)cc1 | 1 | 2 | 5 | 2 | 2 | 29 | 0
C[C@H]1CN([C@@H](C)CO)C(=O)Cc2cc(NC(=O)Cn3cnnn3)ccc2O[C@H]1CN(C)C(=O)Nc1ccc(C(F)(F)F)cc1 | 0[16.7 µM] | -3 | -1 | 1 | 8 | -10 | 0
Cc1cccc(NC(=O)c2ccccc2OCC(=O)N2CCOCC2)c1C | 5 | 2 | 0 | -8 | -6 | 1 | -1
CCn1c(SCc2nc(-c3ccc(OC)c(OC)c3)no2)nnc1-c1cccs1 | -13 | 0 | 8 | 6 | 2 | -2 | 1
COC(=O)C1C(c2ccc(Cl)cc2)NC(c2ccc(Cl)cc2)C(C(=O)OC)S1(=O)=O (stereo unspecified) | -2 | 1 | -5 | -5 | 3 | -9 | 0
